SRC2 inh = inhibits human steroid receptor coactivator 2. Q15596. AID 651957. inhibition, % at 9 µM. HEK293 GAL4-SRC2 luciferase reporter, luminescence. actives 0.17% (n = 370,000);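 active = inhibition above the mean inhibition of all tested compounds plus 3 SD, set per campaign, cut at about 52% in these data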;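 note: 0% = DMSO treated cells and 100% = cells given Gossypol at 36 µM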
Target sequence (Q15596 whole entry, looked up, the tested form may be a part): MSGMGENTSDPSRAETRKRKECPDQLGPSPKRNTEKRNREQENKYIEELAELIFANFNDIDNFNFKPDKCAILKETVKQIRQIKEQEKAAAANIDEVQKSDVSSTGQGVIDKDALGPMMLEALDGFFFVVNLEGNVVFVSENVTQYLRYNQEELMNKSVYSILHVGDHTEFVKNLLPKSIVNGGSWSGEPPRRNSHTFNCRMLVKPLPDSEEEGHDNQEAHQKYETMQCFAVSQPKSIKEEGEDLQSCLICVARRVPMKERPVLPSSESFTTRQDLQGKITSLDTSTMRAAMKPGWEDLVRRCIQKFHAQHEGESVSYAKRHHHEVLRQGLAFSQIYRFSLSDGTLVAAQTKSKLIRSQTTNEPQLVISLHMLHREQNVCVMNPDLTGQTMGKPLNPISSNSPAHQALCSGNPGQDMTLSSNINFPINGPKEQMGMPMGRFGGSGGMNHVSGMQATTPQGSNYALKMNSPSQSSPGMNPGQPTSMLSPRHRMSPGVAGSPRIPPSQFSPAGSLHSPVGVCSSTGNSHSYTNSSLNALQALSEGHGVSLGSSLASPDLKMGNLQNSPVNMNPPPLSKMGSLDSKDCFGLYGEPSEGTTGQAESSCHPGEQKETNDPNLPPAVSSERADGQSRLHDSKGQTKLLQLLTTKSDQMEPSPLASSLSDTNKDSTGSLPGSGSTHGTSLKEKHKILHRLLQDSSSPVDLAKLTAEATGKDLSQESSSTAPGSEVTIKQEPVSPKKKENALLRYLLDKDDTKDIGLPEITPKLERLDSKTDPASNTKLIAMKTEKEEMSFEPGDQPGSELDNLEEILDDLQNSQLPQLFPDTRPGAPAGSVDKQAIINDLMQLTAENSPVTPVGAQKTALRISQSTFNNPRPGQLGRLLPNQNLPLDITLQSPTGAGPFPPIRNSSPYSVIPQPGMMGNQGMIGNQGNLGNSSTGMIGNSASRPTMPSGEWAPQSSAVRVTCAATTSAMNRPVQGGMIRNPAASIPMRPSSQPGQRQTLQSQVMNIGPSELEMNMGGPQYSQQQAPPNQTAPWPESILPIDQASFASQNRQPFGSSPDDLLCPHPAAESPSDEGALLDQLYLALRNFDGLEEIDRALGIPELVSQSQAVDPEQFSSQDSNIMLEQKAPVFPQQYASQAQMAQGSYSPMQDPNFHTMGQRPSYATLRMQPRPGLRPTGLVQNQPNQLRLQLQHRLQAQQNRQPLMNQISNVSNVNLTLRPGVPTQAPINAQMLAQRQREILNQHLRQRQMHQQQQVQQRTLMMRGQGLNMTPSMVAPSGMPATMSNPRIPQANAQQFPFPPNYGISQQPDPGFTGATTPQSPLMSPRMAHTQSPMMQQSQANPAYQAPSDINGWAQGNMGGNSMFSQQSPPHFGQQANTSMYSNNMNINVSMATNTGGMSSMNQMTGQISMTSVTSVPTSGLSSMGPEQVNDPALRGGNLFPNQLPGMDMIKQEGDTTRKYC
NR2F2 inh = inhibitors of human COUP-TFII (NR2F2); P24468; HEK293T NGFI-A luciferase reporter, luminescence; inhibition, % at 8.6 µM; actives 0.7% (n = 370,000);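 active = inhibition above a per-plate cutoff, mean inhibition of test wells between control levels plus 3 SD, cut at about 38% in these data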;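 note: cells cotransfected with COUP-TFII expression vector driving the NGFI-A reporter; 0% = median of COUP-TF2 test wells and 100% = reporter-only cells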
The depositor's hits bear a star.

1	Cc1ccccc1NC(=O)N(C)[C@H]1C[C@H]2c3[nH]c4c(-c5ccc6c(c5)OCO6)cccc4c3CCN2C(=O)[C@H]1[C@H](C)O
2	COc1ccc(CN2C(=O)CCCC2(C)c2nnnn2-c2c(C)cccc2C)cc1OC (stereo not drawn)
3	CCO[C@@H]1OC(C(=O)N2CCN(Cc3ccc4c(c3)OCO4)CC2)=C[C@H](c2ccc3c(c2)OCO3)[C@H]1CCCO
4	COC(=O)[C@@H]1C[C@@]2(c3ccccc3)c3ccccc3N(S(=O)(=O)c3ccccc3)[C@H]2N1C(=O)CNC/C=C(\C)CCC=C(C)C
5	Nn1c(SCc2cccc3ccccc23)nnc1-c1cc(-c2ccc(F)cc2)n[nH]1
Assay by compound,1,2,3,4,5
SRC2 inh,1,6,3,1,3
NR2F2 inh,6,-12,-4,23,-2

6	COc1ccc(-c2noc(CCC(=O)Nc3nc4ccccc4s3)n2)cc1
7	Cc1ccc(-n2c(Cc3cccs3)nnc2SCC(=O)Nc2cccc3ccccc23)cc1
8	CCCc1ccc(-c2cc(NC(=O)Cc3c[nH]c4ccccc34)ccc2Nc2cccnc2)cc1
9	COC(=O)[C@]12C[C@H](CC(=O)N3CCCCC3)C(=O)N(CCC3=CCCCC3)C1=C[C@H](C(C)(C)C)O[C@@H]2C
10	CCOC(=O)N1CCN(C(=O)C[C@H]2C[C@@]3(C(=O)OC)C(=C[C@H](C(C)(C)C)O[C@@H]3C)N(CCC3=CCCCC3)C2=O)CC1
Assay by compound,6,7,8,9,10
SRC2 inh,-36,8,8,16,1
NR2F2 inh,22,-9,-11,-7,7

11	COc1ccc(-n2c(SCC(=O)Nc3ccc(S(=O)(=O)Nc4nccs4)cc3)nnc2-c2ccccc2)cc1
12	CCOC(=O)[C@]12CCCCC/C=C\1N(CCc1ccc(Cl)cc1)C(=O)[C@H]2CC(=O)NCCCCc1ccccc1
13	COc1ccc(C2CC3CN(C4CCCCC4)C(=O)C3N2C)cc1 (stereo not drawn)
14	O=C(N[C@H](C(=O)N1CCC[C@H]1C(=O)NCc1ccccc1)C1CCCCC1)c1ccc(Cl)cc1Cl
15	COCC(=O)N1CCC(C(=O)NCC2COc3ccccc3O2)CC1 (stereo not drawn)
Assay by compound,11,12,13,14,15
SRC2 inh,17,2,6,-7,-15
NR2F2 inh,-8,-30,-7,0,18

16	O=C1ON=C(c2ccc(Cl)cc2)/C1=C/c1ccc(O)cc1
17	COC(=O)[C@]12C[C@H](CC(=O)N3CCOCC3)C(=O)N(CCc3ccc(OC)c(OC)c3)C1=C[C@H](COCc1ccccc1)O[C@@H]2C
18	O=C1CSc2ccc(C(=O)N3CCCC(C(=O)N4CCCCC4)C3)cc2N1 (stereo not drawn)
19	C[C@H](O)[C@@H]1C(=O)N2CCc3c([nH]c4c(-c5ccc6c(c5)OCO6)cccc34)[C@@H]2C[C@@H]1N(C)C(=O)Nc1ccccc1
20	COC(=O)[C@]12C[C@H](CC(=O)NCc3ccccc3)C(=O)N(Cc3ccco3)C1=C[C@H](C1CCCC1)O[C@@H]2C
Assay by compound,16,17,18,19,20
SRC2 inh,-16,-2,-12,-31,13
NR2F2 inh,11,-15,-3,-8,21

21	Cc1cc(=O)c2c(ccc3c(=O)cc(C)[nH]c32)[nH]1
22	COc1ccc(S[C@]2(C(=O)NC(C)C)CC(=O)N[C@@H]2c2ccc(OC)cc2)cc1
23	CCCN(CCC)c1cc(=O)nc2ccccn12
24	COC(=O)C1=C(C)N(C)C(=NCC2CC2)NC1c1ccccc1C(F)(F)F (stereo not drawn)
25	COc1ccccc1Cc1c(-c2ccccc2)nc2c3ccccc3ccn12
Assay by compound,21,22,23,24,25
SRC2 inh,-14,-2,-19,1,-25
NR2F2 inh,-13,-6,2,-11,-19

26	O=C(NCCc1ccccc1)OCc1cn(Cc2ccc(F)c(F)c2)nn1
27	O=C(Nc1ccccc1C(F)(F)F)OC1CCC12CCC(c1ccccc1)CC2 (stereo not drawn)
28	CCN(C)c1nc(C)nc2c1nnn2Cc1ccccc1
29	C/C=C\C(=O)Nc1cccc(C2=NOC3(C2)C[C@@H](C(N)=O)N(C(=O)c2ccc(OC)cc2)C3)c1 (stereo partly drawn)
30	C[C@@H]1CCCCO[C@@H](CN(C)C(=O)Nc2ccc(F)cc2)[C@@H](C)CN([C@H](C)CO)C(=O)c2cc(NC(=O)Nc3ccc4c(c3)OCO4)ccc2O1
Assay by compound,26,27,28,29,30
SRC2 inh,-14,-38,-13,-11,5
NR2F2 inh,-17,6,12,-5,8

31	CCCCc1c(-c2ccccc2OC)ncn1Cc1ccc(OC)cc1
32	COC(=O)c1ccc(CN2C(=O)[C@]3(OCCC=C[C@H]3C)c3cc(OC)ccc32)cc1
33	CCOC(=O)c1c(NC(=O)CSc2nc3cc(Cl)ccc3s2)sc(C(C)=O)c1C
34	Cc1ccc(C(=O)C2CCN(CC(=O)NCc3cccs3)CC2)cc1
35	Cc1nc2cc(C(=O)N3CCN(C(=O)C(Cl)Cl)CC3)ccc2n1C1CCCC1
Assay by compound,31,32,33,34,35
SRC2 inh,-17,3,-20,-28,15
NR2F2 inh,17,-11,2,21,4

Part of the list above in a different format:
Below each compound – SRC2 inh | NR2F2 inh
(1) Cc1ccccc1NC(=O)N(C)[C@H]1C[C@H]2c3[nH]c4c(-c5ccc6c(c5)OCO6)cccc4c3CCN2C(=O)[C@H]1[C@H](C)O
  1 | 6
(9) COC(=O)[C@]12C[C@H](CC(=O)N3CCCCC3)C(=O)N(CCC3=CCCCC3)C1=C[C@H](C(C)(C)C)O[C@@H]2C
  16 | -7
(10) CCOC(=O)N1CCN(C(=O)C[C@H]2C[C@@]3(C(=O)OC)C(=C[C@H](C(C)(C)C)O[C@@H]3C)N(CCC3=CCCCC3)C2=O)CC1
  1 | 7
(22) COc1ccc(S[C@]2(C(=O)NC(C)C)CC(=O)N[C@@H]2c2ccc(OC)cc2)cc1
  -2 | -6
(19) C[C@H](O)[C@@H]1C(=O)N2CCc3c([nH]c4c(-c5ccc6c(c5)OCO6)cccc34)[C@@H]2C[C@@H]1N(C)C(=O)Nc1ccccc1
  -31 | -8
(16) O=C1ON=C(c2ccc(Cl)cc2)/C1=C/c1ccc(O)cc1
  -16 | 11

Other results follow.
36	CC(C)C[C@H]1COc2cc(N3CCSCC3)ccc2S(=O)(=O)N1C
37	O=C(Nc1ccccc1C(=O)NCC1CC1)c1cccs1
38	C(=N\Nc1nc2ccccc2s1)/c1ccccn1
39	CN(C)c1ccc(CNc2ccc3c(c2)ncn3C)cc1
40	COc1cc(/C=C2\SC(=Nc3ccc(O)cc3)NC2=O)cc(OC)c1OC
Assay by compound,36,37,38,39,40
SRC2 inh,9,2,69*,12,-11
NR2F2 inh,4,12,63*,10,-2

Random excerpt: 3 records from the list
39	CN(C)c1ccc(CNc2ccc3c(c2)ncn3C)cc1
40	COc1cc(/C=C2\SC(=Nc3ccc(O)cc3)NC2=O)cc(OC)c1OC
37	O=C(Nc1ccccc1C(=O)NCC1CC1)c1cccs1
Assay by compound,39,40,37
SRC2 inh,12,-11,2
NR2F2 inh,10,-2,12

Look-ups from the entries so far:
compound 27 in NR2F2 inh reads 6
compound 21 in NR2F2 inh reads -13

(list continues)
41	COc1ccc(-n2c(SCC(=O)Nc3ccc(Oc4ccccc4)cc3)nnc2-c2ccc(C)cc2)cc1
42	Nc1nc2ncccc2cc1C(=O)C1=C(c2ccccc2)Cc2ccccc21
43	C=CCN1C(=O)[C@H](CC(=O)NCc2cccc(C(F)(F)F)c2)[C@@]2(C(=O)OCC)CCCC=C12
44	Cc1ccc2[nH]c3c(c2c1)CN(C(=O)CN1CCN(C(=O)c2ccco2)CC1)CC3
45	O=C(C(=O)N1CCC(CNC(=O)c2cccs2)CC1)c1cc2ccccc2o1
Assay by compound,41,42,43,44,45
SRC2 inh,8,8,-13,-27,12
NR2F2 inh,-1,11,-1,1,9

46	CCOC(=O)[C@@]12CCCC=C1N(CCc1ccc(Cl)cc1)C(=O)[C@H]2CC(=O)NCc1ccc(C)o1
47	O=C(C1CCC1)N1CCc2cc(S(=O)(=O)N3CCCC3)ccc21
48	COc1ccc(C2C(C(=O)N3CCN(c4ccccc4Cl)CC3)CC(=O)N2c2ccc(OC)cc2)cc1 (stereo not drawn)
49	CCOc1ccc(N(CC(=O)Nc2c(C)n(C)n(-c3ccccc3)c2=O)S(=O)(=O)c2cccs2)cc1
50	COCCn1c(C(=O)N2CCCC2)cc2c1C[C@H]1CN(C(=O)c3ccccc3)[C@@](Cc3ccc(F)cc3)(C(=O)OC)[C@@H]21
Assay by compound,46,47,48,49,50
SRC2 inh,10,-46,2,-21,-21
NR2F2 inh,21,-6,25,0,8

51	Nc1ncnc2c1ncn2[C@@H]1O[C@H](C(=O)N[C@@H](CCc2ccccc2)C(=O)N2CCN(C(=O)C(F)(F)F)CC2)[C@@H](O)[C@H]1O
52	Cc1cc(OC(=O)NCCc2ccc(F)cc2)ccc1F
53	CCN1C(=O)[C@H]2[C@@H](c3ccc(-c4ccc(F)cc4)c(OC)c3)N[C@@](CC(C)C)(C(=O)OC)[C@H]2C1=O
54	O=C(NC1CCCCN(Cc2ccc(OC(F)(F)F)cc2)C1=O)c1cccc(C(F)(F)F)c1 (stereo not drawn)
55	Cc1ccc2[nH]c3c(=O)n(CCC4=CCCCC4)cnc3c2c1
Assay by compound,51,52,53,54,55
SRC2 inh,-4,-36,-21,-2,-6
NR2F2 inh,-3,-11,-10,-3,-1

56	O=C(N[C@@H](Cc1cccnc1)C(=O)N1CCC[C@H]1C(=O)NCCc1ccccc1Cl)c1ccc(Cl)c(Cl)c1
57	COC(=O)[C@]12C[C@H](CC(=O)NCC3CCCCC3)C(=O)N(Cc3cccc4ccccc34)C1=C[C@H](C(C)(C)C)O[C@@H]2C
58	CCCCNC(=O)N1CCCC1C(=O)Nc1cccc(OC)c1 (stereo not drawn)
59	Cc1nn(C)c(C)c1/C=N/NC(=O)c1csc2ccccc12
60	CCOC(=O)C1CSCCS(=O)(=O)N1Cc1ccccc1C (stereo not drawn)
Assay by compound,56,57,58,59,60
SRC2 inh,5,-35,8,-29,-7
NR2F2 inh,15,-2,3,-26,3

61	COc1ccc(C(=O)C2(C(=O)NCCO)CC(c3ccccn3)=NO2)cc1 (stereo not drawn)
62	COc1cc2c(cc1NC(=O)CSc1nnc(-c3cccc(Cl)c3)n1Cc1ccco1)oc1ccccc12
63	COC(=O)N1CCC[C@H]1c1cccc2[nH]cc(C)c12
64	OCC(CCc1c[nH]c2ccccc12)c1c[nH]c2ccccc12 (stereo not drawn)
65	CCN(C(=O)COC(=O)c1ccc(Sc2ncn[nH]2)c([N+](=O)[O-])c1)c1ccccc1
Assay by compound,61,62,63,64,65
SRC2 inh,-23,-15,8,2,-36
NR2F2 inh,-5,-5,4,-10,7

66	CCOC(=O)N1CCN(C(=O)C[C@H]2C(=O)N(CCCOC)C3=CCCCC[C@]32C(=O)OC)CC1
67	Cc1cccc(C)c1NC(=O)[C@H]1CC(=O)O[C@@H]1c1ccccc1
68	COc1ccc(CN(C)C(=O)C2CCCN(c3nc4ccccc4o3)C2)cc1 (stereo not drawn)
69	C#CCN1CC(N(C)CCOC(=O)CSc2ccccc2)CS1(=O)=O (stereo not drawn)
70	Cc1ccc(C(=O)NCC(=O)OCc2nc3sc(C)c(C)c3c(=O)[nH]2)cc1
Assay by compound,66,67,68,69,70
SRC2 inh,-16,3,-15,-8,11
NR2F2 inh,4,-9,14,-8,-2

71	CN(C)CCOC1c2ccccc2C=Cc2ccccc21
72	COC(=O)c1cccc(-n2c(C)cc(O)cc2=O)c1
73	C/C(=N\NC(=O)c1ccccn1)c1ccc(C(=O)O)s1
74	COC(=O)C1=C(C)NC(=S)NC1c1cccc(OC)c1 (stereo not drawn)
75	CC1(C)C2CCC1(C)C(OC(=O)CC(=O)O)C2 (stereo not drawn)
76	Cc1noc(C)c1S(=O)(=O)N1CCCc2nc(-c3ccc(F)cc3)ccc21
77	O=C(N[C@H](Cc1ccccc1)C(=O)NCc1ccc(OC(F)(F)F)cc1)[C@H]1O[C@@H](n2ccc(=O)[nH]c2=O)[C@H](O)[C@@H]1O
78	O=C(c1cc(Cl)cc(Cl)c1)N1CC[C@H]2[C@H](CCCN2Cc2ccc(F)cc2)C1
Assay by compound,71,72,73,74,75,76,77,78
SRC2 inh,-11,-5,-89,-3,-5,-11,11,9
NR2F2 inh,-9,1,-25,-2,4,17,14,21

Screens deposited in PubChem by The Scripps Research Institute Molecular Screening Center.

An excerpt, so the mix of outcomes need not match the whole.
